NS3 helicase inh: blocks Hepatitis C virus NS3 helicase unwinding. NS3 helicase DNA unwinding, Cy5 molecular beacon fluorescence. hit rate 0.56% among 290,000. inhibition, % at 10.9 µM;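 active means inhibition above the mean of all tested compounds plus 3 SD, set per campaign, cut at about 35% in these data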;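 further: 0% = DMSO wells and 100% = thioflavine S control wells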
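Assay system – hepatitis C virus NS3 helicase domain fragment enzyme · Buffer or medium – MOPS pH 6.5, MgCl2, DTT, Tween20, BSA · Reagent – Cy5/quencher beacon DNA duplex and ATP to start · Compound – single 10.9 µM dose · Timing – 1 h at 25 °C · Technique – Cy5 beacon fluorescence read at start and 1 h · Measure – % inhibition of unwinding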
IDE act: activators of human insulin-degrading enzyme in cells; HEK cells, FAbeta-B cleavage, fluorescence polarization; 0% vehicle, 100% cell-free pure enzyme wells; activation, % at 5.96 µM; hit rate 0.073% among 340,000; AID 493087;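 active means activation above the mean of all tested compounds plus 3 SD, set per screening campaign, cut at about 17% in these data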
Target sequence (P14735 whole entry, looked up): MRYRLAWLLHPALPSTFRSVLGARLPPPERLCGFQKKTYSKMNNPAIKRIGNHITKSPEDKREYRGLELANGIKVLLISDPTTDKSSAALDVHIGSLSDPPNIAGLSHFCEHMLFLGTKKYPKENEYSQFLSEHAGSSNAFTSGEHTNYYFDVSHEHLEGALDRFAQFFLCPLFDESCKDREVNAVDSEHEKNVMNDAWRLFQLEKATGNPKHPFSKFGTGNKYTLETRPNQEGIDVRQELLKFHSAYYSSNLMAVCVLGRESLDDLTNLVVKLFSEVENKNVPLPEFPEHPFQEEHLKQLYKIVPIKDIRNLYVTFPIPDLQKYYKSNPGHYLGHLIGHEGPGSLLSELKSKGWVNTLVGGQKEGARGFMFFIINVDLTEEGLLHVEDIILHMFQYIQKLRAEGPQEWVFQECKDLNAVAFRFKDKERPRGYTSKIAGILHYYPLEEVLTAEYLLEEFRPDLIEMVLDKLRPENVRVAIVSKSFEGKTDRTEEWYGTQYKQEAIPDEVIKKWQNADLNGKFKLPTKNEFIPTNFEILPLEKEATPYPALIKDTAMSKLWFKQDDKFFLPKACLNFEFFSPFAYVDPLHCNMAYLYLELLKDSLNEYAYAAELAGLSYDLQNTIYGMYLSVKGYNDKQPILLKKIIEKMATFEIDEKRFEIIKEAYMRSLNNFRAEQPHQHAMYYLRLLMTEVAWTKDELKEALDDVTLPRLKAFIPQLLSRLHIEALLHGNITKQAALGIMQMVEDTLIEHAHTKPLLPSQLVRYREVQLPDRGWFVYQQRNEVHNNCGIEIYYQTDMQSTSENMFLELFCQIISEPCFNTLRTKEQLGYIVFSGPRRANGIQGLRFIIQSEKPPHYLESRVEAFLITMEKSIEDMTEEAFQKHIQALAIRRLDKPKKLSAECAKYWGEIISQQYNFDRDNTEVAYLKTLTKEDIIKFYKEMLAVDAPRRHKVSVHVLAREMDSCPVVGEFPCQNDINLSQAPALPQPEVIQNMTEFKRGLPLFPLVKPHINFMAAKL
SUMO HTRF inh: inhibitors of human SUMOylation (UBC9) | P63279 | HTRF SUMOylation assay, SAE1/SAE2 + UBC9, in vitro | inhibition, % at 35 µM | hit rate 0.36% among 290,000; in the data active means inhibition above about 50%, passing the limit was not always enough; further: strong numbers were not always called active
pCIP destab: compounds decreasing mouse p/CIP protein stability. decrease of EGFP signal, % at 10 µM. Q05BA5. AID 1984. F442A p/CIP-EGFP cells, EGFP fluorescence, 16 h. hit rate 0.01% among 290,000;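 active means EGFP signal decrease of at least 30% at 10 µM or well 3 SD below plate mean, unless failing retest; inactive means the rest, including hits failing retest or dose response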; further: some compounds called inactive have numbers as strong as hits; many of its hits are not listed in these tables
VIM-2 inh: blocks Pseudomonas aeruginosa VIM-2 metallo-beta-lactamase | purified VIM-2, nitrocefin hydrolysis, epi-absorbance fluorescence | hit rate 0.89% among 290,000 | AID 1527 | inhibition, % at 5.6 µM;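 active means inhibition above the mean of all tested compounds plus 3 SD, cutoff set per screening run, cut at about 7.5% in these data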;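 further: red hydrolysis product quenches plate fluorescence so inhibitors raise well fluorescence; 0% = enzyme with DMSO and 100% = DMSO without enzyme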
GalR3 antag: blocks the human galanin receptor 3; O60755; inhibition, % at 3 µM; hit rate 0.44% among 360,000; HEK293 GalR3-CNG cAMP membrane potential fluorescence; galR3 body fused to GalR1 C-terminus;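 active means inhibition above the screen-wide average plus 3 SD, cut at about 13% in these data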;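 further: forskolin and galanin both at EC90 stimulate the cells; cAMP rise reported by CNG channel membrane potential dye signal; 0% = forskolin plus galanin with DMSO and 100% = forskolin alone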
CRFR2-BP antag: blocks CRF-induced signaling of the CRF-BP/CRF-R2 complex; AID 588475; HEK293 CRF-R2/CRF-BP, CRF-induced calcium fluorescence; hit rate 0.59% among 350,000; inhibition, % at 11.8 µM;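 active means inhibition of the ligand-induced calcium signal above about 50% at the single tested concentration, limit read from the data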
IDE inh: inhibitors of human insulin-degrading enzyme in cells. HEK cells, FAbetaB cleavage, fluorescence polarization. inhibition, % at 5.59 µM. hit rate 0.41% among 320,000;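 active means percent inhibition above the average of all tested compounds plus 3 SD, set per screening campaign, cut at about 16% in these data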;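 further: IDE supplied by intact live HEK cells; FP after avidin binding of uncleaved biotin substrate so inhibition keeps polarization high; 0% = DMSO wells and 100% = 60 µM reference IDE inhibitor Ii1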
IMP-1 inh: blocks Pseudomonas aeruginosa IMP-1 metallo-beta-lactamase. hit rate 0.45% among 290,000. inhibition, % at 5.6 µM. AID 1556. purified IMP-1, nitrocefin hydrolysis, epi-absorbance fluorescence;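 active means inhibition above the mean plus 3 SD of all compounds in the same screening run, cut at about 4.5% in these data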;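 further: 0% = IMP-1 with DMSO and 100% = DMSO wells lacking enzyme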
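Assay system: purified recombinant IMP-1 beta-lactamase. Input: IMP-1 0.2 nM before substrate addition. Buffer or medium: Zinc- and detergent-supplemented HEPES buffer, pH 7.1. Schedule: 25 °C, 15 min preincubation, 25 min reaction. Signal: Epi-absorbance fluorescence, 480 nm excitation, 530 nm emission. Evaluation: percent inhibition from optical density relative to buffer-blank wells.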
* hit, by the source's call; . = not tested or not shown.

nr	NS3 helicase inh	IDE act	SUMO HTRF inh	pCIP destab	VIM-2 inh	GalR3 antag	CRFR2-BP antag	IDE inh	mol	IMP-1 inh
1	3	3	17	-6	-0.4	-6	3	5	COc1ccc2oc(=Nc3ccc(C(=O)O)cc3)c(C(=O)NCc3ccco3)cc2c1	-2.0
2	4	0	-1	-10	-2.7	-4	35	8	CCC(CC)NC(=O)Nc1cccc(C)c1C	-2.1
3	5	-6	-8	-22	-5.7	0	-6	-4	Cc1[nH]nc(-c2ccc(OCc3cnn(-c4ccccc4)c3)cc2O)c1Oc1ccc(F)cc1	-3.4
4	1	1	2	14	-3.9	-6	1	-1	CC(C)(C)C(=O)O/N=C1\CCS(=O)(=O)c2sccc21	-1.8
5	10	2	13	-6	-2.2	-2	-3	2	CCOC(=O)C1C(c2cc(OC)c(OC)c(OC)c2)NC(=S)NC1(O)C(F)(F)F (stereo unspecified)	-2.7
6	20	2	90	-1	-0.8	-2	-1	-3	Nc1ccccc1NC1=CC(=O)CC(c2ccco2)C1 (stereo unspecified)	-0.9
7	7	4	3	-9	-2.1	-5	-14	-3	Cc1cc(C)cc(N(CCC(=O)Nc2nnc(C3CC3)s2)S(=O)(=O)c2ccc(Cl)cc2)c1	-4.7
8	-4	4	-7	1	-1.9	-1	5	-2	Cc1ccc(OCCC(=O)OCc2csc(CC(=O)Nc3ccccc3C)n2)cc1	-2.6
9	-3	2	3	-21	-3.7	-1	1	2	Cc1cc([N+](=O)[O-])ccc1NC(=S)NC1CCCC1	-1.8
10	-10	5	7	-2	-4.2	1	1	0	COc1ccc(/C=N/NC(=O)c2ccccc2Cl)cc1CSc1nc2ccccc2s1	-2.3
11	8	3	15	-4	-3.0	-6	-5	-2	CCc1c(C)nc2ncnn2c1N1CCCC(C(=O)NCc2ccco2)C1 (stereo unspecified)	-3.2
12	1	3	18	8	-0.9	-3	-12	5	CCn1cc(C(=O)NCC(OC)OC)c(=O)c2cc(S(=O)(=O)N(C)C3CCCCC3)ccc21	-2.2
13	.	3	.	.	.	1	-6	1	CCN(CC)CCn1c2c(c(SCC(=O)Nc3ccc(F)c(F)c3)nc1=O)CCC2	.
14	4	2	-8	4	-1.5	-6	-3	8	CCOC(=O)c1cccc(NC(=O)c2ccc(NC(=O)C3CCCO3)cc2)c1 (stereo unspecified)	-3.8
15	8	3	9	-1	-1.1	-5	-4	-2	CCOc1ccccc1C1C(C#N)=C(N)Oc2cc(C)n(Cc3ccccn3)c(=O)c21 (stereo unspecified)	-2.2
16	.	0	.	.	.	-5	-8	-3	N#Cc1cccc(NS(=O)(=O)c2ccccc2Cl)c1	.
17	5	6	7	-3	-4.1	1	-5	4	CC1CC(Nc2ccccc2N)=CC(=O)O1 (stereo unspecified)	-4.6
18	2	8	-3	-10	0.0	-6	0	1	NC(=O)CC1C(=O)N(c2ccc(Cl)cc2)C(=S)N1NC(=O)c1cccc(F)c1 (stereo unspecified)	1.1
19	.	0	.	.	.	-3	-5	1	Cc1ccc(NS(=O)(=O)c2ccccc2[N+](=O)[O-])cc1S(=O)(=O)N1CCCCC1	.
20	11	-9	9	3	-0.5	3	0	3	COC(=O)c1ccc(N2C(=O)CC(Sc3n[nH]c(C)n3)C2=O)cc1 (stereo unspecified)	-4.4
21	0	-3	-3	3	-1.9	-3	-19	3	CCc1ccc(C)c(OC(=O)c2cncc(Br)c2)c1	-3.5
22	49*	-2	3	-8	4.5	-6	-4	-1	Cc1ccc(Cn2cc(CCC(=O)O)c3ccccc32)cc1	13*
23	.	2	.	.	.	-4	-4	6	CC(=O)N1CCN(C(=O)c2cc(-c3ccc(C)o3)nc3ccccc23)CC1	.
24	-3	11	5	-16	6.9	-2	-24	-2	CSc1nccc(-c2nn(-c3ccc(C)cc3)ccc2=O)n1	-1.5
25	19	5	-6	-11	-1.6	-4	9	0	CC(=O)c1ccc(OCCCC(=O)NCCc2ccccc2)cc1	-1.7

Remaining list, next part.
nr	NS3 helicase inh	IDE act	SUMO HTRF inh	pCIP destab	VIM-2 inh	GalR3 antag	CRFR2-BP antag	IDE inh	mol	IMP-1 inh
26	-2	5	22	-22	-4.4	-7	20	4	Nc1c(Cl)cc(Cl)cc1C(=O)OCC(=O)N1CCOCC1	-4.0
27	-4	5	28	-2	0.1	-2	9	-9	CCOc1c2ccc(C(=O)N[C@H](C)C3CCCCC3)cc2nn1CC	-2.1
28	-2	.	64	-1	8.1*	.	.	1	O=C(NCCNc1ccc2ccccc2c1)c1cccn2c(=O)c3sccc3nc12	-3.0
29	-3	7	20	-2	-4.9	-1	-34	7	CCc1nnc(NC(=O)c2cc(S(=O)(=O)N(CC)CC)ccc2Cl)s1	-4.3
30	-1	4	70	-6	-2.9	-4	18	2	Cc1cccc(NC(=S)Nc2cccc3ccccc23)c1	-1.0
31	8	-12	31	-8	-2.2	-2	7	4	N#Cc1c(-c2cccnc2)c2c([nH]c1=S)CCCC2	-1.0
32	-2	-3	17	-5	-1.1	-9	1	-2	CS(=O)(=O)c1ccc(-n2c(=O)n(Cc3ccccc3)c(=O)c3[nH]cnc32)cc1	-1.2
33	11	2	23	1	-4.9	-4	15	2	Cc1cccc(NS(=O)(=O)c2cccs2)c1	-5.3
34	-6	-3	-14	-11	-3.1	-10	-2	0	COC(=O)c1cc(OC)c(OC)cc1NC(=O)CC1CCCCC1	-2.7
35	.	-4	.	.	.	-3	5	-1	Cc1ccc(NC(=O)CSc2nc(=O)n(CCN3CCOCC3)c3c2CCCC3)cc1	.
36	.	4	.	.	.	-5	3	0	CC(=O)c1ccc(S(=O)(=O)NCCC(=O)OCC(=O)N(Cc2ccccc2)C(C)(C)C)cc1	.
37	-11	-10	-2	3	-0.3	15*	14	21*	COc1cc(/C=N\NC(=O)c2ccc(-c3ccccc3)cc2)cc(Br)c1O	3.4
38	3	1	21	-7	1.1	-3	-14	-5	O=c1[nH][nH]c(-c2ccccc2)c1C=Nc1ccccc1Cl	0.3
39	.	2	.	.	.	-3	4	1	Cc1cccc(/C=N/NC(=O)CC(=O)NCCc2ccccc2)c1	.
40	6	-1	-6	1	-1.5	-3	-2	-5	O=C1c2cccnc2C(=O)N1c1ccccc1-c1ccccc1	-5.0
41	-2	0	10	-3	-2.4	0	11	1	COc1ccc(OCC(=O)N/N=C2/C=C(C)CC2)cc1	-5.0
42	.	3	.	.	.	-2	6	-3	NCCCCCNC(=O)c1[nH]cnc1C(=O)N[C@@H](Cc1ccccc1)C(=O)OCc1ccccc1	.
43	6	5	27	-21	-3.5	-5	-3	5	CS(=O)(=O)N(CC(=O)NCc1cccnc1)C1CCCCC1	-1.3
44	.	-2	.	.	.	-5	16	2	CCOc1ccc(-c2cccc(NS(=O)(=O)c3ccc([N+](=O)[O-])cc3)c2)nn1	.
45	4	-1	13	-10	-4.2	2	-13	-4	Cc1ccc(CN2CCNC(=O)C2CC(=O)NCc2cc(C)n(C)n2)cc1 (stereo unspecified)	-1.5
46	.	-2	.	.	.	-5	1	-3	CC(=O)c1c(C)[nH]c(C(=O)COC(=O)c2nccnc2N)c1C	.
47	1	1	-13	7	0.3	5	11	5	COc1ccc(NC(=O)c2ccco2)cc1NC(=O)c1c(OC)cccc1OC	-1.5
48	16	.	6	-7	-1.4	-6	0	4	O=C(O)CC1(CC(=O)Nc2ccc(Oc3cccc(C(F)(F)F)c3)nc2)CCCC1	-1.7
49	5	-1	-11	6	-0.1	-3	-1	-1	CCOC(=O)/C(N=Nc1sc(C(=O)OC)c(C)c1C(=O)OCC)=C(\O)CCl	4.7*
50	-10	-2	-10	-12	-3.6	-8	-10	5	CCc1ccc(N(C(=O)CCC(=O)Nc2cc(C)on2)C(C(=O)NC(C)(C)C)c2ccc(OC)cc2)cc1 (stereo unspecified)	-0.9

The list goes on:
nr	NS3 helicase inh	IDE act	SUMO HTRF inh	pCIP destab	VIM-2 inh	GalR3 antag	CRFR2-BP antag	IDE inh	mol	IMP-1 inh
51	3	-6	10	-8	-2.0	-2	-1	2	Cc1ccc2c(c1)-c1c(ssc1=S)C(C)(C)N2C(=O)c1ccco1	-2.2
52	16	3	12	0	-2.6	-2	17	-4	Oc1c(Br)cc(C2N=C(c3ccccc3)NO2)cc1Br (stereo unspecified)	-1.8
53	-24	-3	14	1	0.3	4	-1	3	CCC(Sc1nc2ccsc2c(=O)n1Cc1ccc(C(=O)O)cc1)C(=O)Nc1ccc(C)c(Cl)c1 (stereo unspecified)	-1.2
54	7	-1	-4	-12	-0.3	1	-8	0	COc1ccc(S(=O)(=O)N2CC(C)OC(C)C2)cc1C(=O)N1CCCCC1 (stereo unspecified)	-0.1
55	-8	0	17	-8	-2.0	-10	14	-3	CN1CCN(C(=O)c2cc(=O)c3cc(Cl)ccc3o2)CC1	-2.0
56	.	0	.	.	.	2	-21	2	Oc1ccccc1N=N/C(=N/Nc1ccccc1O)c1ccccc1	.
57	.	1	.	.	.	-2	8	4	CCOc1ccc(OCCC(=O)OCC(=O)Nc2cc(S(=O)(=O)N3CCOCC3)ccc2C)cc1	.
58	1	1	11	1	-4.2	6	20	7	COc1ccc(-n2nc(C(=O)NCC(=O)N3CCCC3)c3ccccc3c2=O)c(OC)c1	-4.1
59	8	-4	22	-13	-6.9	-13	-32	2	Cc1ccccc1C(=O)Nc1cccc(NC(=S)NC(=O)c2cccs2)c1	-0.4
60	-10	-2	27	0	-1.9	-6	-15	8	COC(=O)c1ccccc1NC(=O)C1CCCN(S(=O)(=O)c2ccccc2)C1 (stereo unspecified)	-4.7

One compound at a time, as listed above. Order of values: NS3 helicase inh	IDE act	SUMO HTRF inh	pCIP destab	VIM-2 inh	GalR3 antag	CRFR2-BP antag	IDE inh	IMP-1 inh
Profile of COc1ccc(S(=O)(=O)N2CC(C)OC(C)C2)cc1C(=O)N1CCCCC1 (stereo unspecified) → 7	-1	-4	-12	-0.3	1	-8	0	-0.1
Profile of Cc1ccccc1C(=O)Nc1cccc(NC(=S)NC(=O)c2cccs2)c1 → 8	-4	22	-13	-6.9	-13	-32	2	-0.4

From PubChem BioAssay
